Bioassay records: PubChem, Sanford-Burnham Center for Chemical Genomics
APJ agonist: activates the human apelin receptor APJ | P35414 | AID 2520 | 0.11% of 330,000 active | activation, % at 20 µM | CHO-K1 APJ PathHunter beta-arrestin, luminescence; 0% DMSO wells, 100% apelin;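 active = activation more than six SD over the plate average, tested at 20 µM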;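 also: 0% = DMSO alone and 100% = apelin-13 at 10 nM; some results filed as inactive read as strong as hits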
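Incubation: overnight seeding, 90 min compound at 25 °C, 1 h detection; test system: PathHunter CHO-K1 APJ (AGTRL-1) beta-arrestin reporter cells; amount: 1000 cells/well; doses: one dose, 20 µM compound, 1% DMSO; measured by: beta-gal luminescence; measure: agonist-driven arrestin binding to APJ; benchmarks: negative DMSO alone, positive Apelin-13 at 10 nM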
NLRP3 yeast inh: inhibitors of NALP3 inflammasome in yeast; Yeast reconstituted NLRP3/ASC/caspase-1, beta-gal luminescence, 24 h; inhibition, % at 10 µM; 0.39% of 330,000 active;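 active = inhibition of 50% or more; inactive = inhibition below 50%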;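 also: plate controls were induced DMSO wells for no effect and uninduced yeast grown without galactose for full effect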
tim10-1 inh: tim10-1 yeast growth inhibition | 2.2% of 330,000 active | AID 463190 | inhibition, % at 20 µM | S. cerevisiae tim10-1 ts strain growth, BacTiter-Glo, 24 h;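 active = inhibition of at least 40%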;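 also: mutant grown at 25 °C; 0% = DMSO wells with yeast and 100% = wells holding no yeast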
TIM10 inh: TIM10 yeast growth inhibition; AID 463195; inhibition, % at 10 µM; S. cerevisiae TIM10 strain growth, BacTiter-Glo luminescence, 24 h; 1.4% of 330,000 active;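 active = inhibition of 40% or more at the single tested concentration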;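 also: wild-type TIM10 isogenic control strain grown at permissive 25 °C; 0% = DMSO yeast wells and 100% = minimal medium wells without yeast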
tim23-1 inh: tim23-1 yeast growth inhibition; inhibition, % at 20 µM; S. cerevisiae tim23-1 growth, BacTiter-Glo luminescence, 24 h; 1.3% of 330,000 active;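 active = growth inhibition of the mutant yeast at or above 50%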;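 also: temperature-sensitive mutant grown at 25 °C; plate controls were DMSO-treated mutant yeast for no effect and medium wells lacking yeast for full effect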
CHOP UPR activ: activators of apoptotic arm of unfolded protein response (CHOP); activation, % at 10 µM; CHO-CHOP luciferase reporter, UPR activation, luminescence; percent of tunicamycin response over DMSO baseline; 0.34% of 330,000 active;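 active = at 10 µM dose, activation of 40% or more, normalized to positive control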;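 also: 100% = tunicamycin at 10 µg/mL and 0% = DMSO alone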
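System: CHO-CHOP luciferase reporter cell line | Buffer or medium: F12 medium containing 10% fetal bovine serum | Doses: One dose, 10 µM in 0.5% DMSO | Times: 6 h compound exposure at 37 °C after overnight seeding | Signal: Luciferase luminescence | Read-out: % activation vs tunicamycin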
Mdm2-MdmX inh: inhibitors of human Mdm2/MdmX interaction | SaOS-2 split-luciferase Mdm2/MdmX complementation, luminescence | AID 485346 | O15151+Q00987 | 3% of 330,000 active | inhibition, % at 8 µM;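 active = inhibition of at least 50% at 8 µM in the primary screen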
Target sequence (O15151 whole entry, looked up): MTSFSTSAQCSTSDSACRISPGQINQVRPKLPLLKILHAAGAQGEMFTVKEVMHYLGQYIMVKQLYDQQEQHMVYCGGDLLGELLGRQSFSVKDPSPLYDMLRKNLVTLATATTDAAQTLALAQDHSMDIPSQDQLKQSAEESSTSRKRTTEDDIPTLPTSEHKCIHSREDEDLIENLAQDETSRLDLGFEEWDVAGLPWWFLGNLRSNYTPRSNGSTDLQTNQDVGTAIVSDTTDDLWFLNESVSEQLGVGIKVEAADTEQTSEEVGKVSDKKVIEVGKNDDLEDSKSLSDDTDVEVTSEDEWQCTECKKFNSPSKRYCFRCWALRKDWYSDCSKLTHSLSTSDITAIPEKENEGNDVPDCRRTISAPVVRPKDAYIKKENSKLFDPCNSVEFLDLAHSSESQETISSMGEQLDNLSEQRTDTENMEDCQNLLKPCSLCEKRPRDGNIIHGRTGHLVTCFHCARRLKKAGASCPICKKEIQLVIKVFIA
Target sequence (Q00987 whole entry, looked up): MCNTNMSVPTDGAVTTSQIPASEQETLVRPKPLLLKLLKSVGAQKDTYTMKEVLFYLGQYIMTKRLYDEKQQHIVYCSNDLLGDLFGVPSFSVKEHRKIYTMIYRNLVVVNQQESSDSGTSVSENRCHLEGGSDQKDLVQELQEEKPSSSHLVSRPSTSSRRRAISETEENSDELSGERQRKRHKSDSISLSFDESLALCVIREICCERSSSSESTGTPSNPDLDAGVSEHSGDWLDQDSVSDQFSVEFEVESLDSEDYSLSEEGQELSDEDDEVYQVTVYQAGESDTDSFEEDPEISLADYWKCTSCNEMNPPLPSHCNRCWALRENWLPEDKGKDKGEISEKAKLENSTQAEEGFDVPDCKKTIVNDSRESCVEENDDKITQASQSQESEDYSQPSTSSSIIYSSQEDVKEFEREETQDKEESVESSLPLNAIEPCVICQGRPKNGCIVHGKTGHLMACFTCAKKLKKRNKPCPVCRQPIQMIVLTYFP
UPR XBP1 act: adaptive UPR (XBP1) activation | activation, % at 20 µM | AID 463104 | 0.33% of 330,000 active | CHO-XBP1 luciferase reporter, IRE1-XBP1 UPR activation, luminescence; percent of tunicamycin response, DMSO as zero;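 active = versus positive control, 20 µM dose yields 30% or more activation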;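 also: 100% = tunicamycin at 10 µg/mL and 0% = DMSO only wells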
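Material: CHO cell line with stable XBP1 luciferase reporter; buffer or medium: F12 medium containing 10% fetal bovine serum; compound: single point, 20 µM final compound, 1% DMSO; incubation: 6 h treatment, 37 °C; measured by: glow luminescence from Steady-Glo reagent; evaluation: activation, % of tunicamycin; control set: tunicamycin high, DMSO low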
GRIN3A LBD mod: NR3A (human) ligand-binding domain modulation. NR3A LBD differential scanning fluorimetry, Tm shift; 0% = protein alone, 100% = glycine-bound protein. Tm shift relative to glycine control, % at 25 µM. 2.5% of 340,000 active. AID 1259313;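 active = melting temperature shift of at least 10% of the positive control shift, at one fixed dose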
Numbers without * were called inactive; / = not tested or not shown.

compound	NLRP3 yeast inh	UPR XBP1 act	APJ agonist	GRIN3A LBD mod	TIM10 inh	Mdm2-MdmX inh	tim10-1 inh	tim23-1 inh	CHOP UPR activ
COCCn1c(SCC(=O)Nc2ccc(C(N)=O)cc2)nc2c([nH]c3ccccc32)c1=O	8	3	5	-8	-16	74*	-8	3	0.2
O=C(NCC1CCCO1)c1ccc2c(c1)N(Cc1ccccc1)C(=O)CS2 (centres undefined)	13	-5	1	0	5	18	12	-2	-0.6
C=C(C)CSc1nnc(CCCCCNC(=O)OC(C)(C)C)o1	10	-2	-5	-1	1	7	19	10	0.1
C/C(O)=c1/cnc2nc3ccccc3n2c1=O	4	1	-5	-1	-12	-15	8	-4	-2.3
COc1ccc(NC(=O)c2oc3ccc(S(=O)(=O)N4CCOCC4)cc3c2C)cc1	0	1	3	15*	11	23	5	8	-0.7
O=c1cc(CO)oc(CN2CCN(Cc3ccccc3)CC2)c1O	7	0	0	-2	2	-7	14	4	-1.6
CCCCC(=O)Nc1ccc(NC(=O)c2cccs2)cn1	20	1	-1	-11	-11	11	-16	51*	1.8
O=C(COC(=O)c1nsc(Cl)c1Cl)NC1CCCC1	2	-5	-1	-1	9	-3	-1	4	1.3
O=C(CCCc1ccccc1)NCc1ccccc1	19	2	-2	/	3	-4	-14	-12	2.2
Cc1ccc2nc(-c3ccncc3)cc(C(=O)Nc3ccc4c(c3)OCCO4)c2c1	7	-2	8	-1	0	61*	9	3	-3.6
Cn1c(=O)c2c(ncn2CC(=O)N/N=C/C=C\c2ccccc2[N+](=O)[O-])n(C)c1=O	16	-3	0	-1	-7	2	12	5	2.9
CC1CCCC(C)N1CCCNC(=O)c1nn(C)c2c1CSc1ccccc1-2 (centres undefined)	-9	-1	-2	-3	4	31	18	10	-0.8
COc1ccc(S(=O)(=O)N(CC(=O)NCCSc2ccccn2)c2ccccc2)cc1	19	-2	2	1	6	24	12	8	0.0
Cc1cccc(NC(=O)[C@H](Cc2ccccc2)NC(=O)OCc2ccccc2)c1	2	-2	-1	-10	5	5	21	14	1.6
COc1ccccc1NC(=O)N1CCCC1C(=O)NCc1ccccc1F (centres undefined)	20	1	-3	1	-6	5	7	6	-0.6
NC(=O)c1ccc(-n2nnnc2Oc2ccc(Br)cc2)cc1	5	0	1	1	13	24	3	6	1.1
Cc1[nH]c2ccccc2c1C(=O)CSC(=S)N1CCCCC1	23	2	-2	4	18	-134	36	26	6.9
COc1ccc(C(=O)N2CCN(Cc3ccc4c(c3)OCO4)CC2)cc1OC	10	0	-2	0	2	-10	1	10	0.6
CCOC(=O)CC1C(=O)NCCN1C(=O)c1ccc(F)cc1F (centres undefined)	-1	-2	-1	0	-3	23	-14	7	0.5
CCCn1c(=O)c2c(nc3n2CC(C)CN3Cc2ccccc2)n(C)c1=O (centres undefined)	7	-4	-3	-2	11	-1	33	28	-2.0
O=C(Nc1ccccc1)Nc1cccc2ccccc12	4	-1	-5	4	-6	16	-10	-1	2.7
C/C(CCc1ccc2c(c1)OCO2)=N\N=C(/N)SC1CC(=O)N(c2ccccc2F)C1=O (centres undefined)	4	-3	0	0	20	21	17	26	1.6
COc1ccc(CSc2nc(N3CCOCC3)c3c(c2C#N)CC(C)(C)OC3)cc1	14	-1	3	4	20	-3	-6	23	-0.7
COc1cccc(NC(=S)NNC(=O)C(C)n2nc(C)c([N+](=O)[O-])c2C)c1 (centres undefined)	5	1	-5	-6	1	21	10	-7	1.6
COc1ccc(CCC(=O)NCCOc2ccc(Cl)cc2)cc1	28	4	1	-1	-23	16	27	17	1.7
C=CCNC(=O)C(=O)c1c(-c2ccccc2)[nH]c2ccccc12	8	0	-3	2	-3	29	13	16	0.2
O=C(CSc1nnc(Cn2c(=O)sc3ccccc32)n1CCc1ccccc1)N1CCCC1	12	0	-2	-2	6	12	21	13	-1.9
Cc1cccc(-c2nnc(SCC#N)n2C)c1	1	0	-1	-6	2	-17	1	2	-1.4
CC1Sc2ccc(C(=O)Nc3ccccc3OC(F)F)cc2NC1=O (centres undefined)	16	-1	-2	4	0	12	4	12	4.4
CCC1(c2ccc(F)cc2)NC(=O)N(CC(=O)Nc2ccc(-c3nc4ccc(C)cc4s3)cc2)C1=O (centres undefined)	2	36*	-2	11*	0	-103	9	10	1.9
CCOc1cc(/C=C\c2nc(O)c([N+](=O)[O-])c(=O)[nH]2)ccc1OC(C)C	19	-5	-3	0	-13	13	10	2	0.5
Cc1c(C=O)c2ccccc2n1CC(=O)NC(C)c1ccccc1 (centres undefined)	19	-3	-1	-1	5	6	5	-11	-2.2
CCCn1c(=O)[nH]c(=O)c2c1nc(-c1ccc(OC(F)(F)C(F)C(F)(F)F)cc1)n2CCOC (centres undefined)	10	-1	-3	0	9	3	17	6	0.2
Cc1cccc(C)c1NC(=O)CC1SC2=NCCN2C1=O (centres undefined)	22	0	-1	0	8	19	21	31	3.0
COc1ccc(C2=C(N)c3ccccc3C2=O)cc1	30	3	0	2	20	-55	-30	31	4.2
COCCn1c(=O)[nH]c2cc(C(=O)NC3CCCCCC3)ccc2c1=O	3	-4	0	0	8	9	6	9	2.5
COc1ccc(C2C(=O)N(C3CCCCC3)CC(=O)N2CCc2ccccc2)cc1OC (centres undefined)	6	0	-2	-1	14	1	7	20	0.1
COc1ccc(CN(CC(=O)NCc2ccccc2)C(=O)CCC(=O)Nc2ccccn2)cc1	8	-5	-3	-3	0	13	15	18	10
O=C(CCCSc1nnc(-c2cccs2)n1CC1CCCO1)c1ccccc1 (centres undefined)	-9	-2	-2	2	29	13	23	28	-0.4
COCCN(C(=O)CCC(=O)Nc1ccccn1)C(C(=O)NC(C)C)c1ccc(C)cc1 (centres undefined)	22	9	2	1	-2	3	3	0	1.6
CCOc1ccccc1-n1c(SCC(N)=O)nc2ccccc2c1=O	3	0	-2	-1	-4	12	3	10	-1.3
Fc1ccc(NC(=S)N2CCN(c3ccccn3)CC2)cc1Cl	26	-3	1	-1	2	24	-2	0	-1.5
COc1ccc(CCC(=O)Nc2ccc(C)c(S(=O)(=O)N(C)C)c2)cc1OC	19	-4	0	0	6	27	8	12	-0.5
Cc1cc(S(=O)(=O)Nc2nc(CN3CCOCC3)nc3sc4c(c23)CCC4)ccc1F	5	-1	-3	-2	5	40	17	29	0.9
O=C(NC12CC3CC(CC(C3)C1)C2)N1CCC(n2nnc3ccccc32)CC1	19	-2	-8	1	16	15	34	-6	0.0

Quoted from the listing.
CCCn1c(=O)c2c(nc3n2CC(C)CN3Cc2ccccc2)n(C)c1=O (centres undefined) – Mdm2-MdmX inh: -1
Cc1cc(S(=O)(=O)Nc2nc(CN3CCOCC3)nc3sc4c(c23)CCC4)ccc1F – NLRP3 yeast inh: 5
C=CCNC(=O)C(=O)c1c(-c2ccccc2)[nH]c2ccccc12 – TIM10 inh: -3

Continuation.
compound	NLRP3 yeast inh	UPR XBP1 act	APJ agonist	GRIN3A LBD mod	TIM10 inh	Mdm2-MdmX inh	tim10-1 inh	tim23-1 inh	CHOP UPR activ
Cn1c(SCC(=O)NNC(=O)Cc2ccccc2)nnc1-c1ccccc1	0	-1	6	-1	-10	8	7	22	0.0
O=C(NCCN1CCOCC1)C1CCN(c2ncnc3c2sc2cccc(F)c23)CC1	30	-1	3	-2	-2	27	9	13	0.9
CN(Cc1cc([N+](=O)[O-])c2cccnc2c1O)C1CCCCC1	17	0	5	/	-15	4	9	1	-0.1
O=C(CCS(=O)(=O)Cc1ccccc1)Nc1ncc([N+](=O)[O-])s1	-10	-5	-9	-8	14	32	4	4	1.8
O=C(NN1C(=O)C2C3C=CC(C3)C2C1=O)c1ccco1 (centres undefined)	-15	-3	-2	-1	11	-8	4	6	-0.4
COc1ccccc1CN1CCCCCC1	4	0	-3	-5	-7	25	7	6	3.0
Cc1ccc2nc(NCC(N)=O)nc(-c3ccccc3)c2c1	12	3	-3	0	-4	23	0	13	0.0
CCc1cc(C(=O)N=Nc2c(O)[nH]c3c(Br)cc(Br)cc23)c2ccccc2n1	22	1	-5	7	15	21	35	13	-1.4
CCCCCn1c(CN2CCN(C(=O)OCC)CC2)nc2c1c(=O)n(C)c(=O)n2C	17	-1	0	/	20	-7	19	17	0.0
COc1cccc(/C=C2\SC(=O)N(CCC(=O)NNC(=O)c3cccc(Cl)c3)C2=O)c1	-6	1	-2	5	-9	35	4	-18	2.9
Cc1cc(C)cc(N(CC(=O)NCCSCc2ccco2)S(C)(=O)=O)c1	9	0	-2	2	8	10	26	18	-1.6
COc1cc(/C=N/NC(=O)CCC(=O)Nc2ccc(Br)cc2)ccc1O	-27	-3	-4	-5	5	3	-10	-8	1.4
Cc1cc(C)c2c(N)c(C(=O)c3ccc(Cl)c(Cl)c3)sc2n1	13	4	-2	1	7	38	3	3	1.8
COc1ccc(N2CCN(C(=O)COC(=O)c3ccc(OC(F)F)cc3)CC2)cc1	17	0	-3	2	0	5	1	2	-1.1
CCOCc1c(C(=O)N2CCN(CC(=O)Nc3ccc(F)cc3)CC2)oc2ccccc12	4	-4	-2	0	24	-1	25	39	-0.9
N#Cc1ccccc1NC(=O)c1cc(=O)c2ccccc2o1	10	-1	-1	1	-14	20	19	19	5.4
C=CCN=Cc1c(C)[nH]n(-c2ccccc2)c1=O	19	0	-3	-5	2	0	14	3	5.2
CCC(=O)NCCc1nc2cc(NC(=O)c3ccccc3OC)ccc2n1C	10	1	2	0	2	-1	15	7	1.1
Cc1ccccc1CSCC(=O)NCCSc1ccccn1	31	5	-3	1	9	27	6	23	-0.2
COc1ccc(CNC(=O)CC2C(=O)NCCN2CC(C)(C)C)c(OC)c1 (centres undefined)	17	-2	-2	-2	1	-11	19	9	-0.2
Cc1ccc(C)c(NC(=O)COC(=O)CCNC(=O)c2ccco2)c1	18	0	-3	0	-3	18	-19	-14	-0.8
CCc1ccc2nc(SCC(=O)Nc3ccccc3N3CCOCC3)c(C#N)cc2c1	9	2	-3	-1	-7	67*	6	13	0.3
COc1ccc(-c2noc(CSc3nc(-c4ccccc4)cc(=O)[nH]3)n2)cc1OC	-3	-5	-3	-1	11	18	13	7	-3.0
COc1cccc(C2CC(c3cccs3)=NN2C(=S)Nc2ccccc2)c1OC (centres undefined)	-5	1	-2	5	24	18	23	30	-0.4

Ordered by the number under UPR XBP1 act (descending): three of the compounds above.
smiles	NLRP3 yeast inh	UPR XBP1 act	GRIN3A LBD mod	Mdm2-MdmX inh
COc1cccc(C2CC(c3cccs3)=NN2C(=S)Nc2ccccc2)c1OC (centres undefined)	-5	1	5	18
Cc1ccc(C)c(NC(=O)COC(=O)CCNC(=O)c2ccco2)c1	18	0	0	18
N#Cc1ccccc1NC(=O)c1cc(=O)c2ccccc2o1	10	-1	1	20

Compounds as they come; any-hit rate near 8.2%.
